# From PubChem BioAssay
# Y pestis TopoI: blocks Yersinia pestis topoisomerase I activity; activity, % at 10 µM; actives 0.064% (n = 360,000); Y. pestis Topo-I cleavage product accumulation, plate reader; in the data active = activity above about 50%, passing the limit was not always enough; inconclusive = no clear call, values can overlap the other calls; also: inactives centre near 2
# BoNT-F LC inh: BoNT F light chain protease inhibition | AID 588497 | inhibition, % at 10 µM | Multiplex microsphere protease cleavage assay, flow cytometry | actives 0.22% (n = 360,000); in the data active = inhibition above about 35%, passing the limit was not always enough; inconclusive = no clear call, values can overlap the other calls; also: plate controls were buffer without enzyme for full effect and enzyme alone for no effect
# TcdB inh: blocks C. difficile toxin B glycohydrolase activity. P18177. TcdB glycohydrolase enzymatic assay, plate reader. inhibition, % at 9.99 µM. actives 0.24% (n = 350,000). AID 652162; in the data active = inhibition above about 10%
# Anthrax LF inh2: inhibitors of Bacillus anthracis lethal factor protease; inhibition, % at 10 µM; multiplex microsphere protease cleavage assay, LF; actives 0.12% (n = 360,000); also: plate controls were buffer without enzyme for full effect and enzyme alone for no effect
# PfHsp40 yeast: rescue of PfHsp40-mediated yeast toxicity; S. cerevisiae expressing PfHsp40, growth rescue, ATP luminescence; growth rescue, % at 12.5 µM; actives 0.68% (n = 340,000); AID 504582; in the data active = growth rescue above about 28%, passing the limit was not always enough; inconclusive = no clear call, values can overlap the other calls;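 also: yeast W303a lacking pdr1 and pdr3 grown in galactose medium; growth measured after three days at 30 °C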
# PrPC surface inh: reduces human prion protein on the cell surface; cell surface PrPC, TR-FRET read-out; inhibition, % at 13.8 µM; actives 0.43% (n = 370,000); AID 720596; in the data active = inhibition above about 24%; also: 0% = median of the test wells and 100% = reference compound wells
# BoNT A protease: inhibitors of Botulinum neurotoxin A light chain protease; multiplex microsphere protease substrate cleavage, flow cytometry; inhibition, % at 10 µM; actives 0.17% (n = 360,000); also: plate controls were buffer without enzyme for full effect and enzyme alone for no effect
# FadD28 binding: inhibitors of Mycobacterium tuberculosis FadD28 bisubstrate binding. AID 588549. inhibition, % at 12.5 µM. actives 0.22% (n = 360,000). FadD28 bisubstrate probe binding, fluorescence polarization; in the data active = inhibition above about 8.5%, passing the limit was not always enough; inconclusive = no clear call, values can overlap the other calls
# CCHFV vOTU inh: blocks the CCHF virus ovarian tumor domain protease; actives 0.55% (n = 370,000); CCHFV vOTU protease, Pep-AMC fluorescence; inhibition, % at 11.5 µM; in the data active = inhibition above about 30%; also: 0% = vehicle wells with enzyme and 100% = no enzyme wells
# An asterisk follows results filed as active; u = inconclusive; x = no result given; & = joins results of further samples. Rule as the data show it, unless noted: active = inhibition above about 30%; inconclusive = no clear call, values can overlap the other calls; inactive = below that. Compounds as they come. Share with any hit: about 2.3%.
1) COc1ccc(NC(=O)c2ccc(C)cc2Cl)c([N+](=O)[O-])c1
2) CCOC(=O)C1=C(O)C(=O)C(C(=O)OCC)C1 (stereo not drawn)
3) COc1ccc(C(=O)Nc2nc(OCC(F)(F)F)cnc2/C=C\c2ccccc2)c(OC)c1
4) O=C(NCc1ccccc1C(F)(F)F)C1CC(c2ccccc2C(F)(F)F)=NO1 (stereo not drawn)
5) CC(=O)Nc1sc2c(c1C(c1cccc(F)c1)N1CCN(CCO)CC1)CCCC2 (stereo not drawn)
6) O=C(CSCc1ccc(Br)cc1)N1CCOCC1
7) CCc1ccccc1NC(=S)N1CCC(C(=O)c2ccc(F)cc2)CC1
8) O=c1cc(CSc2nnnn2-c2ccccc2)nc(Nc2ccc(F)cc2)[nH]1

entry no.	1	2	3	4	5	6	7	8
TcdB inh	x	-0.7	-0.7	x	0.8	x	0.1	x
BoNT-F LC inh	0	-5	-8	-2	-2	-2	2	3
PrPC surface inh	-20	-5	-6	-2	-3	-5	3	3
Y pestis TopoI	-10	3	-5	14	3	2	10	5
BoNT A protease	-0.3	-0.7	-0.4	-0.3	-0.5	-0.3	-0.8	-0.1
Anthrax LF inh2	-5	-5	-4	-10	0	0	-5	0
FadD28 binding	-2.5	-3.6	-4.2	-1.3	-2.4	-3.1	0.6	-2.2
PfHsp40 yeast	0.3	6.3	x	3.6	-0.9	0.1	-0.3	0.6
CCHFV vOTU inh	-2	1	9	2	4	-13	0	4

9) CCCCCC1CCC(c2ccc(C(N)=O)cc2)CC1 (stereo not drawn)
10) O=C(NCCNC(=O)c1ccc(Br)o1)c1ccc(Br)o1
11) CCCc1cc(C(=O)NC2CCCCC2)no1
12) CCN1C(=O)[C@@H]2[C@@H](c3ccc(-c4ccc(Cl)c(Cl)c4)cc3)N3CCC[C@@]3(C(=O)OC)[C@@H]2C1=O
13) CC(=O)Nc1ccc(OC(=O)c2cc([N+](=O)[O-])ccc2Cl)cc1
14) COc1ccc(C(=O)NCCn2cc(SCC(N)=O)c3ccccc32)cc1
15) Cc1c(Br)c(C(F)(F)F)nn1CC(=O)NCC1CCCO1 (stereo not drawn)
16) CN(C(=O)COC(=O)c1ccccc1NCc1ccco1)c1c(N)n(Cc2ccccc2)c(=O)[nH]c1=O

entry no.	9	10	11	12	13	14	15	16
TcdB inh	x	x	1.3	1.0	1.8	1.2	0.7	2.2
BoNT-F LC inh	2	-24	-8	-7	6	3	-10	-7
PrPC surface inh	3	8	2	10	x	2	-7	5
Y pestis TopoI	-11	1	-2	39	5	-5	2	2
BoNT A protease	0.0	-2.1	-2.1	-0.9	0.1	-0.9	-0.5	1.3
Anthrax LF inh2	5	-2	-1	0	2	-9	-4	0
FadD28 binding	-1.3	0.2	-2.8	-4.8	-2.6	-5.0	-0.5	-1.4
PfHsp40 yeast	0.1	6.0	-1.0	1.0	-0.5	0.8	0.2	1.8
CCHFV vOTU inh	1	11	-2	9	x	-13	-2	-83

# Ordered by heavy-atom count (low to high): some entries from above.
2) CCOC(=O)C1=C(O)C(=O)C(C(=O)OCC)C1 (stereo not drawn)
6) O=C(CSCc1ccc(Br)cc1)N1CCOCC1
10) O=C(NCCNC(=O)c1ccc(Br)o1)c1ccc(Br)o1
15) Cc1c(Br)c(C(F)(F)F)nn1CC(=O)NCC1CCCO1 (stereo not drawn)
1) COc1ccc(NC(=O)c2ccc(C)cc2Cl)c([N+](=O)[O-])c1
13) CC(=O)Nc1ccc(OC(=O)c2cc([N+](=O)[O-])ccc2Cl)cc1
7) CCc1ccccc1NC(=S)N1CCC(C(=O)c2ccc(F)cc2)CC1
14) COc1ccc(C(=O)NCCn2cc(SCC(N)=O)c3ccccc32)cc1
8) O=c1cc(CSc2nnnn2-c2ccccc2)nc(Nc2ccc(F)cc2)[nH]1
4) O=C(NCc1ccccc1C(F)(F)F)C1CC(c2ccccc2C(F)(F)F)=NO1 (stereo not drawn)

entry no.	2	6	10	15	1	13	7	14	8	4
TcdB inh	-0.7	x	x	0.7	x	1.8	0.1	1.2	x	x
BoNT-F LC inh	-5	-2	-24	-10	0	6	2	3	3	-2
PrPC surface inh	-5	-5	8	-7	-20	x	3	2	3	-2
Y pestis TopoI	3	2	1	2	-10	5	10	-5	5	14
BoNT A protease	-0.7	-0.3	-2.1	-0.5	-0.3	0.1	-0.8	-0.9	-0.1	-0.3
Anthrax LF inh2	-5	0	-2	-4	-5	2	-5	-9	0	-10
FadD28 binding	-3.6	-3.1	0.2	-0.5	-2.5	-2.6	0.6	-5.0	-2.2	-1.3
PfHsp40 yeast	6.3	0.1	6.0	0.2	0.3	-0.5	-0.3	0.8	0.6	3.6
CCHFV vOTU inh	1	-13	11	-2	-2	x	0	-13	4	2

5) CC(=O)Nc1sc2c(c1C(c1cccc(F)c1)N1CCN(CCO)CC1)CCCC2 (stereo not drawn)
12) CCN1C(=O)[C@@H]2[C@@H](c3ccc(-c4ccc(Cl)c(Cl)c4)cc3)N3CCC[C@@]3(C(=O)OC)[C@@H]2C1=O
16) CN(C(=O)COC(=O)c1ccccc1NCc1ccco1)c1c(N)n(Cc2ccccc2)c(=O)[nH]c1=O

entry no.	5	12	16
TcdB inh	0.8	1.0	2.2
BoNT-F LC inh	-2	-7	-7
PrPC surface inh	-3	10	5
Y pestis TopoI	3	39	2
BoNT A protease	-0.5	-0.9	1.3
Anthrax LF inh2	0	0	0
FadD28 binding	-2.4	-4.8	-1.4
PfHsp40 yeast	-0.9	1.0	1.8
CCHFV vOTU inh	4	9	-83

# Reformatted as labelled records: part of the list above.
14	COc1ccc(C(=O)NCCn2cc(SCC(N)=O)c3ccccc32)cc1
  TcdB inh = 1.2 | BoNT-F LC inh = 3 | PrPC surface inh = 2 | Y pestis TopoI = -5 | BoNT A protease = -0.9 | Anthrax LF inh2 = -9 | FadD28 binding = -5.0 | PfHsp40 yeast = 0.8 | CCHFV vOTU inh = -13

15	Cc1c(Br)c(C(F)(F)F)nn1CC(=O)NCC1CCCO1 (stereo not drawn)
  TcdB inh = 0.7 | BoNT-F LC inh = -10 | PrPC surface inh = -7 | Y pestis TopoI = 2 | BoNT A protease = -0.5 | Anthrax LF inh2 = -4 | FadD28 binding = -0.5 | PfHsp40 yeast = 0.2 | CCHFV vOTU inh = -2

# Later entries.
17) CCOC(=O)c1cccc(N/C=C/C(=O)c2ccc(OC)c(OC)c2)c1
18) C#CC(C)(CC)NC(=O)c1cc(OC)c(OC)c(OC)c1 (stereo not drawn)
19) Cc1ccc(NC(=O)CSc2nn3c(=O)c(C)nnc3s2)cc1Cl
20) NC1=C(Br)C(=O)c2ncccc2C1=O
21) CC(C)N(Cc1ccccc1)C(=O)/C=C/c1ccccc1[N+](=O)[O-]
22) Cc1ccccc1C(=O)NN1CC(C(=O)OCc2ccc(Cl)c(Cl)c2)CC1=O (stereo not drawn)
23) CS/C(=N\S(=O)(=O)c1cccs1)Nc1ccc(Br)cc1F
24) COc1ccc(C(=O)N/C(=C\c2cccc([N+](=O)[O-])c2)C(=O)Nc2cccc(C(=O)O)c2)cc1

entry no.	17	18	19	20	21	22	23	24
TcdB inh	x	x	0.8	0.1	2.0	1.7	1.7	-4.2
BoNT-F LC inh	-6	-2	-4	3	-5	4	-1&-6	-7
PrPC surface inh	3	-5	2	16	-11	-1	-1&-5	-10
Y pestis TopoI	0	2	1	-6	12	5	0&9	3
BoNT A protease	4.5	-0.4	-1.5	0.2	-0.6	2.2	0.1&0.0	-1.2
Anthrax LF inh2	2	-2	0	-8	-2	1	-2&-1	-4
FadD28 binding	-2.6	-0.2	-2.6	-2.1	-3.1	1.0	-1.3&-0.9	-4.0
PfHsp40 yeast	-2.5	1.6	0.4	-1.2	-0.6	-0.3	8.0&9.4	1.9
CCHFV vOTU inh	5	6	14	107*	7	15	5&7	-9

25) C=CCN(c1ccccc1)S(=O)(=O)c1cccc(C(=O)Nc2ccc(N3CCOCC3)cc2)c1
26) O=c1[nH][nH]c(-c2ccccc2)c1C=Nc1ccccc1
27) CCc1nnc(NC(=O)c2ccc(Cl)c(S(=O)(=O)N3CCc4ccccc4C3)c2)s1
28) COc1ccc(C(=O)COC(=O)c2ccc3c(c2)OCCO3)c(OC)c1
29) COC(=O)C1CCN(c2ccc([N+](=O)[O-])cc2[N+](=O)[O-])CC1
30) O=C(O)CCc1ccc(-c2cccs2)o1
31) CCN(C(=O)COC(=O)c1[nH]c(C)c(C(C)=O)c1C)C1CCS(=O)(=O)C1 (stereo not drawn)
32) COc1cc(C2C3=C(CCCC3=O)Nc3c2c(C)nn3-c2cccc(C)c2)cc(OC)c1O (stereo not drawn)

entry no.	25	26	27	28	29	30	31	32
TcdB inh	3.3	x	0.4	0.5	0.8	x	x	-1.7
BoNT-F LC inh	-7	9	-7	7	1	-8	9	1
PrPC surface inh	10	0	-2	2	-22	x	6	6
Y pestis TopoI	29	8	-2	30	3	5	-11	10
BoNT A protease	0.8	-2.2	-0.4	-1.8	-1.2	-0.5	0.3	-0.1
Anthrax LF inh2	4	-3	-2	-2	6	1	1	2
FadD28 binding	1.4	1.2	-3.3	0.5	-1.7	-1.0	-1.1	-0.5
PfHsp40 yeast	u	-1.4	-1.0	0.2	-1.3	1.9	0.5	0.1
CCHFV vOTU inh	1	5	-10	11	-7	x	5	-9

33) COc1cccc(-n2c(Cc3cc(=O)[nH]c(=O)[nH]3)nnc2SCC(=O)N2CCCCC2)c1
34) Cc1cccc(NC(=O)Cn2cnc3sc(C)c(S(=O)(=O)N4CCC(C)CC4)c3c2=O)n1
35) CCOc1cc(/C=N/NC(=O)C(=O)N2CCCC2)ccc1O
36) NC(=O)C(c1ccc(Sc2ccccc2)nn1)c1ccc(Cl)cc1Cl (stereo not drawn)
37) O=C1c2ccccc2C2=Nc3ccccc3SC(c3cccc(F)c3)C12 (stereo not drawn)
38) Cc1ccccc1CN1N=C(/C=C/c2ccccc2)CCC1=O
39) COc1ccc(-n2nc(C(=O)O)c3ccccc3c2=O)cc1
40) O=C(NCCc1ccccc1)c1cccc2c(-c3ccc(F)c(F)c3)coc12

entry no.	33	34	35	36	37	38	39	40
TcdB inh	-3.9	x	4.2	x	x	1.6	x	-0.3
BoNT-F LC inh	-4	-11	5	-1	-18	-2	-3	-5
PrPC surface inh	6	1	-1	3	6	8	3	-1
Y pestis TopoI	-1	-12	-9	20	-22	9	2	u
BoNT A protease	-0.4	0.1	1.8	-0.6	-0.4	-0.4	0.5	-0.1
Anthrax LF inh2	0	6	0	-3	-6	-9	-6	-4
FadD28 binding	0.4	-3.6	-3.2	-2.4	-6.0	-1.7	1.2	0.1
PfHsp40 yeast	-1.0	0.4	-1.3	-0.1	281*	0.0	0.2	x
CCHFV vOTU inh	2	10	9	-3	4	13	-12	9

41) O=C(Nc1nccs1)c1cc(-c2ccncc2)nc2ccccc12
42) COC(=O)C(O)(c1ccc2c(c1)CCCN2)C(F)(F)F (stereo not drawn)
43) Cc1cc(C)c2cc(C#N)c(SCC(=O)NCC3CCCO3)nc2c1 (stereo not drawn)
44) CCCCc1cn(C[C@H]2CC[C@@H]([C@@H]3CC[C@H](Cn4cc(CCCC)nn4)O3)O2)nn1
45) O=C(CCC(=O)Nc1ccc(Cl)cc1)N/N=C/c1ccc2c(c1)OCO2
46) Cc1ccccc1C1C(C#N)=C2N=C(N)c3ccccc3N2C2=C1C(=O)CCC2 (stereo not drawn)
47) COc1ccccc1Nc1nc(-c2sc(N)nc2C)cs1
48) CC12CCC(C(=O)N(CSC(=S)N/N=C\c3ccccc3Cl)C1=O)C2(C)C (stereo not drawn)

entry no.	41	42	43	44	45	46	47	48
TcdB inh	1.2	-1.2	x	1.3	0.7	0.3	-0.2	x
BoNT-F LC inh	-32	-1	-2	-2	10	-2	-40	-12
PrPC surface inh	-6	2	2	9	6	5	2	-3
Y pestis TopoI	-9	-5	-3	5	5	-2	2	2
BoNT A protease	0.5	2.1	2.9	0.5	1.8	0.9	-2.3	0.0
Anthrax LF inh2	-5	2	5	-1	-1	2	-8	-5
FadD28 binding	-4.4	-1.3	-4.0	-0.8	-1.3	-1.9	-0.8	-0.3
PfHsp40 yeast	6.6	-0.4	0.4	-0.2	-0.4	1.0	3.2	10
CCHFV vOTU inh	1	6	8	3	-3	10	7	10
